3CLpro inhibitor – SARS-CoV 3CLpro protease inhibition; actives 0.14% (n = 290,000); recombinant SARS-CoV 3CLpro, quenched FRET peptide cleavage; inhibition, % at 6 µM; P0C6X7; in the data active = inhibition above about 12%
BoNT-A LC inh2 – blocks Botulinum neurotoxin A light chain protease; AID 588499; actives 0.17% (n = 360,000); multiplex microsphere protease substrate cleavage, flow cytometry; inhibition, % at 10 µM; note: plate controls were buffer without enzyme for full effect and enzyme alone for no effect
PfHsp40 yeast – compounds rescuing yeast from Plasmodium falciparum HSP40 toxicity; growth rescue, % at 12.5 µM; actives 0.68% (n = 340,000); AID 504582; S. cerevisiae expressing PfHsp40, growth rescue, ATP luminescence; in the data active = growth rescue above about 28%, passing the limit was not always enough; inconclusive = no clear call, values can overlap the other calls;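 note: yeast W303a lacking pdr1 and pdr3 grown in galactose medium; growth measured after three days at 30 °C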
TcdB inh – TcdB glycohydrolase inhibition; P18177; TcdB glycohydrolase enzymatic assay, plate reader; inhibition, % at 9.99 µM; actives 0.24% (n = 350,000); in the data active = inhibition above about 10%
PrPC surface inh – cell surface PrPC inhibition, primary TR-FRET screen; P04156; TR-FRET read-out; inhibition, % at 13.8 µM; actives 0.43% (n = 370,000); in the data active = inhibition above about 24%; note: 0% = median of the test wells and 100% = reference compound wells
SSB-PriA inh – K. pneumoniae PriA-SSBct interaction inhibition | AlphaScreen SSBct-PriA binding, biotinylated peptide | actives 0.6% (n = 430,000) | inhibition, % at 33 µM; in the data active = inhibition mostly above about 37%, no sharp cut-off; inactive = mostly below about 20%;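 note: plate controls were negative control peptide for no effect and reference peptide for full effect; strong numbers were not always called active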
Anthrax LF inh2 – anthrax lethal factor protease inhibition; P15917; multiplex microsphere protease cleavage assay, LF; inhibition, % at 10 µM; actives 0.12% (n = 360,000); AID 588501; note: plate controls were buffer without enzyme for full effect and enzyme alone for no effect
Target sequence (P15917 whole entry, looked up): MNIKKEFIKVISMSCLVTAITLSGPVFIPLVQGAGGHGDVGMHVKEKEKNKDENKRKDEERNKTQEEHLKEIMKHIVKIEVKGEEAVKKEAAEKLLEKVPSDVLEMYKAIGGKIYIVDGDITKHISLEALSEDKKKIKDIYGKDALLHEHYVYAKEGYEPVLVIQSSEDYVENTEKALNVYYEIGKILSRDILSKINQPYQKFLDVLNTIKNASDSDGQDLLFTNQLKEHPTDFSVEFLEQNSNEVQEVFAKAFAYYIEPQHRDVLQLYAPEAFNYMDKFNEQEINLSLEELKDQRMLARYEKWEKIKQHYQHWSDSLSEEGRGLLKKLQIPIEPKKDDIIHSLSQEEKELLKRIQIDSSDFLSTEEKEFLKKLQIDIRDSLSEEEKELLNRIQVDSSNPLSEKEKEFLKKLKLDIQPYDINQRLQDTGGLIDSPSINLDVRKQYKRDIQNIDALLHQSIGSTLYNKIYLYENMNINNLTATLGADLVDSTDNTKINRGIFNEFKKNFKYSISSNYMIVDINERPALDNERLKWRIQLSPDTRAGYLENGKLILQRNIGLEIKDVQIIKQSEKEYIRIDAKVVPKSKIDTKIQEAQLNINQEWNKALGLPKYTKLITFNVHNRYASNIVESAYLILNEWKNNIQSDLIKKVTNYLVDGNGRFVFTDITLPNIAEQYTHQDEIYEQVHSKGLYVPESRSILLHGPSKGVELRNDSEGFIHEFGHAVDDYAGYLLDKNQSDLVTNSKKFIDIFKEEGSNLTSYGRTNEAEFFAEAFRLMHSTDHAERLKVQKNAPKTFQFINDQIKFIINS
Y pestis TopoI – blocks Yersinia pestis topoisomerase I activity; activity, % at 10 µM; actives 0.064% (n = 360,000); AID 504884; Y. pestis Topo-I cleavage product accumulation, plate reader; in the data active = activity above about 50%, passing the limit was not always enough; inconclusive = no clear call, values can overlap the other calls; note: inactives centre near 2
Vc quorum ag – inducers of Vibrio cholerae quorum light production without autoinducers; V. cholerae BH1578 lux reporter, luminescence, 6 h; activation, % at 18.7 µM; actives 0.16% (n = 350,000); AID 588436; in the data active = activation mostly above about 9.7%, no sharp cut-off; inconclusive = no clear call, values can overlap the other calls; inactive = mostly below about 3.7%; note: not every result past the cut was called active; inactives centre near 0; reference of the scale not given here
* marks the source's active call; other numbers are inactive results; i = inactive; ? = inconclusive; / = not tested or not shown; & = joins results of further samples. Cut-off read from the data, not from the text of the source, unless noted: active = inhibition above about 30%; inconclusive = no clear call, values can overlap the other calls; inactive = below that. Only part of the results is shown, so the mix of outcomes need not match the whole.

SMILES	3CLpro inhibitor	BoNT-A LC inh2	PfHsp40 yeast	TcdB inh	PrPC surface inh	SSB-PriA inh	Anthrax LF inh2	Y pestis TopoI	Vc quorum ag
CCN(C(=O)CSc1ncccc1C(=O)Oc1cccc([N+](=O)[O-])c1)c1cccc(C)c1	3.9	-0.4	0.3	1.0	-2.5	-5.6	-0.7	5.8	i
NC(=O)c1nc(C2CCCCC2)nc2c1[nH]c(=O)n2-c1ccc(F)cc1	-2.7	-0.1	1.1	-1.4	9.5	-10.6	2.2	7.2	-0.3
Cc1ccc(S(=O)(=O)Nc2ccc(S(=O)(=O)Nc3nccs3)cc2)cc1C	/	0.6	1.3	0.1	-5.8	-1.5	1.5	4.9	-0.4
COc1ccccc1CNc1nc(Nc2cccc(-c3cnco3)c2)c2sccc2n1	/	-0.8	/	0.3	25.4*	/	-1.6	-17.1	-0.5
O=C(CNC(=O)c1sc2ccccc2c1Cl)NCc1cccnc1	2.4	0.4	0.6	1.5	1.2	-10.7	-1.8	-5.3	-1.0
O=C(NC1=NCCS1)c1cccc(F)c1	/	0.7	/	0.2	-1.0	-1.3	-3.2	-2.4	i
O=C(O)c1ccc(N2CCN(C(c3ccccc3)c3ccccc3)CC2)c([N+](=O)[O-])c1	2.1	0.2	-0.9	0.8	-0.7	16.2	15.4	13.6	-1.9
CN(C)c1ccc(/C=C2\NC(=S)N(Cc3ccccc3)C2=O)cc1	-3.3	1.2	0.7	/	-3.0	0.6	7.9	-28.8	-0.1
CC(Sc1nccn1C)C(=O)Nc1ccccc1 (stereo unspecified)	-2.3	1.0	0.2	0.8	5.3	4.2	-2.1	3.8	i
CCn1c(=O)c2ccccc2n(Cc2ccc([N+](=O)[O-])cc2)c1=O	4.7	-0.3	-1.3	1.1	-16.7	-1.9	-2.2	5.1	-0.5
COc1ccc(C(=O)COC(=O)CCNS(=O)(=O)c2ccc(NC(C)=O)cc2)c(OC)c1	/	8.5	-1.2	3.7	6.5	-1.9	1.8	4.8	3.0
COc1ccc(C(=O)Nc2ccc3c(c2)OCCO3)cc1[N+](=O)[O-]	-1.3	0.5	-0.2	-0.1	-12.8	-7.9	-2.3	-5.1	-0.3
O=C(CCc1ccc(S(=O)(=O)N2CCOCC2)cc1)Nc1ccc2c(c1)OCCO2	2.7	0.2	-1.0	0.9	10.7	-2.7	-7.8	5.2	-0.4
C/C(=N/OCO/N=C(\C)c1ccccc1)c1ccccc1	-0.5	-0.6	1.3	0.8	-1.0	/	-5.2	13.5	-0.6
O=C(Nc1ccc([N+](=O)[O-])cc1NC(=O)c1ccccc1)c1ccccc1	/	-0.1	-1.4	0.7	0.0	-2.4	5.4	-0.2	i
C#CCOCCOCCOCCNc1nc(N2CCN(C(=O)CCCCCCCCCCNC(=O)[C@H](CCCCN)n3cc(C[C@@H](C)CC)nn3)CC2)nc(N2CCN(C(=O)CCCCCCCCCCNC(=O)[C@@H]([C@H](C)O)n3cc(C)nn3)CC2)n1	/	-0.5	8.0	/	/	10.0	-7.5	-28.2	i
COc1cccc(NC(=O)c2ccc(-n3cccn3)nc2)c1	3.5	0.3	0.4	/	7.3	-13.5	4.8	7.4	i
COc1cc2c(cc1NC(=O)c1cccc(F)c1)CCCC2	-0.5	0.4	4.8	/	-17.9	-36.3	1.9	5.0	-5.1
CC(C)N(C(=O)[C@H]1C[C@H](CC(=O)NCCN2CCOCC2)C(=O)N2CCc3c([nH]c4ccc(Cl)cc34)[C@]12C)C(C)C	/	0.3	-0.5	-5.4	-4.8	-1.6	3.1	5.0	1.9
CCC(Sc1nnc(C)s1)C(=O)Nc1nccs1 (stereo unspecified)	-0.7	0.1	0.8	/	-8.6	-8.0	2.1	-1.9	0.0
COc1ccccc1-c1c(C)oc2cc(OC(=O)c3ccco3)ccc2c1=O	-0.6	?	0.8	/	6.1	-11.5	0.5	18.3	1.9
COc1cccc(OCc2cc(C(=O)N3CCCC3c3ccccn3)no2)c1 (stereo unspecified)	-3.7	-2.0	0.1	-4.3	3.7	-3.7	1.3	18.1	0.3
COc1ccccc1CNC(=O)C(=O)NCC1CCCN1S(=O)(=O)c1cccs1 (stereo unspecified)	/	-6.3	0.5	-0.8	1.5	-8.9	-4.5	-0.2	-1.2
COc1ccc(NC(=O)CN(C)C(=O)CSCc2c(C)noc2C)cc1	/	-1.7	-0.2	1.8	4.8	4.4	-1.1	4.0	i
CCCc1nc(SCC(=O)NC2CC2)c2c(C)c(C)sc2n1	1.5	1.3	0.9	-0.1	-5.6	3.2	-2.8	0.3	-0.2
CCOC(=O)c1[nH]c2ccc(OC)cc2c1C	-0.3	-0.5	-0.8	/	4.7	5.5	-4.0	-1.8	1.4
CCOC(=O)C1=C(C)NC(C)=C(C(=O)OCC)C1C(=O)OCC(=O)N1CCC(C)CC1	-2.6	-0.3&-0.8	-1.0&1.6	9.1	-4.1&1.4	-18.5&3.8	-10.4&-3.3	-5.7&-0.2	1.0&0.7
Cc1cc(C)c(S(=O)(=O)n2c([N+](=O)[O-])cnc2C)c(C)c1	0.5	-0.3	0.0	0.9	4.9	-11.2	-1.7	1.2	-0.1
Cc1c(C(=O)/C=C/N(C)C)nnn1-c1ccc(Cl)cc1Cl	-2.0	-2.0	-0.4	0.6	-5.5	-0.8	1.5	3.1	-0.7
CCOC(=O)Cc1csc(NC(=S)NC(=O)CC(C)C)n1	0.9	-0.5	0.9	-0.6	5.8	-6.9	-1.3	-5.4	i

Full records from above. Order of values: 3CLpro inhibitor | BoNT-A LC inh2 | PfHsp40 yeast | TcdB inh | PrPC surface inh | SSB-PriA inh | Anthrax LF inh2 | Y pestis TopoI | Vc quorum ag
COc1ccc(C(=O)COC(=O)CCNS(=O)(=O)c2ccc(NC(C)=O)cc2)c(OC)c1 is listed as / | 8.5 | -1.2 | 3.7 | 6.5 | -1.9 | 1.8 | 4.8 | 3.0
COc1cccc(OCc2cc(C(=O)N3CCCC3c3ccccn3)no2)c1 (stereo unspecified) is listed as -3.7 | -2.0 | 0.1 | -4.3 | 3.7 | -3.7 | 1.3 | 18.1 | 0.3
CCn1c(=O)c2ccccc2n(Cc2ccc([N+](=O)[O-])cc2)c1=O is listed as 4.7 | -0.3 | -1.3 | 1.1 | -16.7 | -1.9 | -2.2 | 5.1 | -0.5
O=C(O)c1ccc(N2CCN(C(c3ccccc3)c3ccccc3)CC2)c([N+](=O)[O-])c1 is listed as 2.1 | 0.2 | -0.9 | 0.8 | -0.7 | 16.2 | 15.4 | 13.6 | -1.9

Following part
SMILES	3CLpro inhibitor	BoNT-A LC inh2	PfHsp40 yeast	TcdB inh	PrPC surface inh	SSB-PriA inh	Anthrax LF inh2	Y pestis TopoI	Vc quorum ag
C=C1CC(C(=O)N/N=C/c2ccc(O)cc2)C1	0.6	-0.5	-0.3	/	-4.9	/	0.4	-1.7	-0.3
Cc1nn(-c2ccc(F)cc2)c(C)c1CN1CCN(CCc2ccccc2)C(CCO)C1 (stereo unspecified)	0.9	-0.2	-0.4	0.0	7.5	-6.2	-7.6	14.4	-0.1
CC(C)C(NC(=O)c1c(F)cccc1F)C(=O)NCC(c1ccccc1)N(C)C (stereo unspecified)	-1.9	-0.4	-2.3	0.3	-2.5	-0.5	-2.7	-0.5	0.4
CSc1ccc(S(=O)(=O)Nc2ccc(N3CCOCC3)c(Cl)c2)cc1	1.3	0.1	6.6	0.7	6.1	-1.9	-0.1	-0.9	-0.5
COc1ccc(NC(=O)CCOc2ccc(C)cc2)cc1S(=O)(=O)N1CCCCC1	/	0.1	1.1	1.0	6.7	-5.6	8.8	0.1	i
CCOC(=O)c1ccc(NCc2ccc3c(c2)OCO3)cc1	-2.0	-2.8	2.6	/	7.4	-11.4	-5.1	-4.3	/
Cc1cc(C)c(S(=O)(=O)NCCc2cc3ccc(C)c(C)c3[nH]c2=O)c(C)c1	-2.8	-0.8	1.5	-7.4	3.0	1.6	6.7	30.1	-3.3
O=C(NCCN1CCOCC1)C(=O)NCc1ccc2c(c1)OCO2	0.3	0.0	0.7	0.6	9.0	-10.0	2.3	2.6	0.7
O=C(CSc1nc(O)cc(=O)n1-c1ccccc1)Nc1nc2ccccc2s1	2.3	-1.4	0.8	1.0	1.6	0.2	15.2	-5.4	-0.6
CCc1nc2c(OCC(=O)c3ccc(F)cc3)cccn2c1N(C)C(=O)C(C)C	/	-0.6	/	2.0	-0.1	/	-2.9	1.5	-0.2
N#CC1=C2SCCN2C(=O)C(C#N)C12CCCCC2 (stereo unspecified)	3.1	0.9	-0.2	/	-4.4	-4.1	-6.0	3.9	i
Cc1ccc(-c2nn(-c3ccc(F)cc3)cc2C(=O)NCC(c2cccs2)N2CCOCC2)cc1 (stereo unspecified)	/	1.4	0.1	2.7	1.3	-10.3	0.0	11.0	-2.0
CCOc1ccccc1-n1c(O)c(C=Nc2ccc(N(CC)CC)cc2)c(=O)[nH]c1=O	-1.2	-0.3	-0.4	/	-3.3	-4.2	-4.9	6.1	-0.2
COc1ccc(NC(=O)c2ccc(C(=O)Nc3ccc(OC)cc3OC)cc2)c(OC)c1	2.5	0.3	-0.2	0.1	-1.0	-4.1	2.7	6.8	-0.4
Clc1ccccc1CNCc1ccncc1	2.4	0.3	0.1	0.4	1.8	-21.2	-0.9	6.1	-0.3
Cc1ccc(NC2=C(Cl)C(=O)OC2OC(=O)c2ccccc2C)cc1 (stereo unspecified)	8.1	-0.2	4.6	-0.7	-0.9	-8.0	0.1	13.0	i
O=c1cnnc(Nc2ccccc2F)[nH]1	-0.8	-1.3	-0.3	2.5	6.3	-0.6	-7.1	-0.8	i
CCOc1ncccc1C(=O)OCc1ccc(Cl)cc1	0.9	-0.9	-2.3	/	4.1	-71.7	0.6	-0.4	i
CCOC(=O)C1(Cc2cccc(OC)c2)CCN(Cc2cccc(O)c2)CC1	0.2	-0.7	0.1	-1.1	-6.0	0.1	-7.1	9.7	-0.5
COC(=O)c1ccc2c(c1)N(C)S(=O)(=O)c1cnc(SCC(=O)C(C)(C)C)nc1-2	0.0	/	/	0.1	10.9	-2.7	/	2.1	-0.6
CCCCn1c(Cn2nc(C(=O)O)c3ccccc3c2=O)nc2cc(S(N)(=O)=O)ccc21	3.0	-1.0	1.5	-0.2	-1.8	-2.8	-0.6	28.6	-4.8
Cc1cccc(Nc2ncnc3c2cnn3C)c1	4.5	0.4	-0.2	1.2	1.0	7.7	1.6	-2.6	-0.3
CCN(CC)C(=O)c1cccc(-c2csc(C(C)(O)c3cccc(OC)c3)n2)c1 (stereo unspecified)	/	0.2	/	0.3	14.6	/	-0.7	32.0	i
O=C(CC(=O)c1cc(Cl)ccc1O)c1ccccc1	3.0	-1.7	5.8	0.7	-2.8	-2.9	-2.9	-6.4	-2.8
O=C(CSc1nncs1)Nc1ccc(Cl)cn1	2.6	0.1	0.9	/	7.4	4.5	1.5	3.5	i
c1ccc2c(c1)ncn2CCn1cnc2ccccc21	2.4	-0.3	0.4	/	5.8	-11.1	-2.4	3.0	/
OC(COCc1ccc2c(c1)OCO2)CN1CCC(Cc2ccccc2)CC1 (stereo unspecified)	-0.9	-2.1	0.2	1.2	-7.3	5.4&3.0	-13.4	6.5	i
CC(=O)Nc1ccc(-c2nnn(CC(=O)c3ccc(F)cc3)n2)cc1Cl	2.8	-4.9	-0.7	0.0	-4.5	-13.4	-0.1	11.6	-0.8
COc1cccc(CCNC(=O)CCCC(=O)c2ccccc2)c1	1.9	-1.2	-0.2	1.1	-0.8	-0.8	-4.5	1.5	i
Cc1ccc(S(=O)(=O)N2CCC(=O)N([C@H](CO)Cc3ccccc3)CC2)cc1	/	-0.1	/	0.8	-1.9	/	-4.3	/	/
CCc1ccccc1NC(=O)CNCc1ccccc1	-2.3	0.1	-0.6	1.3	0.1	-19.8	2.4	7.8	i
O=C(Nc1nc(-c2ccccc2)cs1)C1COc2ccccc2O1 (stereo unspecified)	1.1	-0.2	0.8	/	0.9	-4.9	1.0	-5.1	-0.5
CCOc1ccc(NC(=O)CC2C(=O)N(c3ccccc3)C(=O)N2CCc2cccs2)cc1 (stereo unspecified)	-5.8	-0.5	-0.5	0.3	-1.7	-0.3	-4.1	-6.3	-0.4

Screening data deposited in PubChem BioAssay by several laboratories.
